14-3-3g Raf: alters human 14-3-3 gamma binding to Raf peptide. AID 422. 160,000 compounds, 0.19% hits. inhibition, % at 40 µM. FP, 14-3-3gamma / TMR-pS259-Raf peptide binding. P61981; in the data active means inhibition above about 30%;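 further: 0% = protein plus tracer without compound and 100% = blank with tracer alone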
Target sequence (P61981 whole entry, looked up): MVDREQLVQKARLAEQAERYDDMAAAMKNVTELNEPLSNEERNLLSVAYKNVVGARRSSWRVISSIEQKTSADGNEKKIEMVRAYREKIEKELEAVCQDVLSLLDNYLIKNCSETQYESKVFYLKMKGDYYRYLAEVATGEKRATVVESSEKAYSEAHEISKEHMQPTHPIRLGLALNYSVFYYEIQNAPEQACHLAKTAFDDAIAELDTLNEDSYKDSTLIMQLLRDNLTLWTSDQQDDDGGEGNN
Starred values were filed as active, the others as inactive; & = joins results of further samples.

Sample of the layout:
structure	14-3-3g Raf
O=C(CSc1nc2c(c(=O)n1-c1ccc(Br)cc1)SCC2)N1CCCCCC1	0.5
Cc1ccc(-c2nnn(CCC(=O)Nc3ccc4c(c3)OCO4)n2)cc1	0.8
O=C1C=C(NCc2ccco2)CC(c2ccccc2)C1 (stereo unspecified)	-7.1
N=C1C(c2nc(-c3ccc(Cl)cc3)cs2)=C(O)CN1CCCN1CCOCC1	-9.6
CCN(CC)CCOC(=O)C12CC3CC(CC(C3)C1)C2	3.5

The listing, from the first entry:
structure	14-3-3g Raf
O=C(CSc1nc2c(c(=O)n1-c1ccc(Br)cc1)SCC2)N1CCCCCC1	0.5
Cc1ccc(-c2nnn(CCC(=O)Nc3ccc4c(c3)OCO4)n2)cc1	0.8
O=C1C=C(NCc2ccco2)CC(c2ccccc2)C1 (stereo unspecified)	-7.1
N=C1C(c2nc(-c3ccc(Cl)cc3)cs2)=C(O)CN1CCCN1CCOCC1	-9.6
CCN(CC)CCOC(=O)C12CC3CC(CC(C3)C1)C2	3.5
CCOP(=O)(OCC)c1nc(-c2ccccc2Cl)oc1N1CCOCC1	-63.8
O=c1[nH]c(=O)n(Cc2ccccc2)c2c1C(C(F)(F)F)(C(F)(F)F)N=C(Cc1ccccc1)N2	-15.6
S=c1[nH]nc(-c2cccs2)n1-c1cccc2ccccc12	-7.8
Cc1ccc(CSc2nnc3c(n2)OC(c2ccsc2)Nc2ccccc2-3)cc1 (stereo unspecified)	19.7
COc1ccc2[nH]c(=O)c(-c3noc(-c4ccc(F)cc4)n3)cc2c1	-3.7
COc1ccc(Nc2cc(=O)n(C3CCCCC3)c(=O)[nH]2)c(OC)c1	-5.0
Cc1ccc(S(=O)(=O)N2C(=O)CCC2C(=O)NCc2ccco2)cc1 (stereo unspecified)	-7.2
O=C(CCCc1c[nH]c2ccccc12)N1CCOCC1	-3.3
C1=CC2CC1CC2CN1CCN(C2CCCC2)CC1 (stereo unspecified)	-1.9
O=C(NCC1COc2ccccc2O1)c1cc(=O)[nH]c2ccc(S(=O)(=O)N3CCCC3)cc12 (stereo unspecified)	-9.8
COc1cccc2sc(=NC(=O)c3ccc(S(=O)(=O)N4CCc5ccccc5C4)cc3)n(C)c12	-18.2
CC(=O)c1c(C)[nH]c(C(=O)CSc2nc3ccccc3c(=O)n2CCCN2CCOCC2)c1C	-3.7
COc1ccccc1N=c1oc2ccccc2cc1C(=O)Nc1cccc(C(F)(F)F)c1	2.5
O=C(C1CCCN(S(=O)(=O)c2cccc3cccnc23)C1)N1CCc2ccccc21 (stereo unspecified)	-4.7
CCc1ccc(NC(=O)c2ccc(F)c(S(=O)(=O)N3CCN(c4cccc(C)c4C)CC3)c2)cc1	-16.4
Cc1ccc2c(n1)sc1c(N)ncnc12	1.4
COC(=O)c1ccccc1Oc1c(F)c(F)nc(F)c1F	-5.7
O=C1C2CC=CCC2C(=O)N1c1ccc(Oc2ccc3ccccc3c2)cc1 (stereo unspecified)	-8.0
COc1ccc(N(C(=O)c2ccccc2C)S(=O)(=O)c2ccc(C)cc2)cc1	-0.2
COc1ccc(C2CC(c3ccc(Cl)cc3Cl)Nc3nc(N)nn32)cc1OC (stereo unspecified)	0.1

Part of the list above, with values ahead of the structure:
14-3-3g Raf | compound
-15.6 | O=c1[nH]c(=O)n(Cc2ccccc2)c2c1C(C(F)(F)F)(C(F)(F)F)N=C(Cc1ccccc1)N2
-9.6 | N=C1C(c2nc(-c3ccc(Cl)cc3)cs2)=C(O)CN1CCCN1CCOCC1
-3.3 | O=C(CCCc1c[nH]c2ccccc12)N1CCOCC1
3.5 | CCN(CC)CCOC(=O)C12CC3CC(CC(C3)C1)C2

(cont.)
structure	14-3-3g Raf
O=c1cnc2ccccc2n1CC1CCCCC1	3.9
CCOC(=O)C1C(=O)C=C(c2ccc(C)cc2)CC1c1ccco1 (stereo unspecified)	1.4
Cc1ccc(C2CC(c3cccs3)=NN2C(=O)c2ccc(Br)o2)cc1 (stereo unspecified)	-19.9
CCN(CC)S(=O)(=O)c1ccc(Oc2cccc(C(C)=O)c2)nc1	1.6
CC(=O)Oc1cccc(N2C(=O)C3C4C=CC(C4=C(C)C)C3C2=O)c1 (stereo unspecified)	-3.2&-7.1
CN(C)c1ccc(C(c2cc(C(C)(C)C)c(O)c(C(C)(C)C)c2)N2CCOCC2)cc1 (stereo unspecified)	-83.6
CCn1c2ccccc2c2nnc(SCC(=O)NCCOC)nc21	-0.5
CCn1c(=O)cc(OCC(=O)Nc2ccc(C)cn2)c2ccccc21	2.0
Cc1ccccc1OC(=O)c1cc2cc(Br)ccc2oc1=O	-10.8
Cc1ccc(S(=O)(=O)NCC(=O)OCN2C(=O)c3ccccc3C2=O)cc1	-3.3
CCSc1nnc2c(n1)OC(c1ccc(N(CC)CC)cc1)Nc1ccccc1-2 (stereo unspecified)	38.9*
CN(c1ccccc1)S(=O)(=O)c1ccc(C(=O)Nc2ccc(-c3nc4ccccc4[nH]3)cc2)cc1	-3.4
CCOc1cc2[nH]c(=O)n(Cc3ccc(C(=O)NCCOC)cc3)c(=O)c2cc1OCC	4.6
CC1=C(C(=O)OCC(F)(F)F)C(c2ccc(Br)cc2)NC(=O)N1 (stereo unspecified)	-0.4
COc1cc(OC)cc(-c2nc(-c3cc4cc(C)ccc4nc3OC)no2)c1	-36.4
O=c1c2c(-c3ccccc3)csc2ncn1Cc1ccccc1F	-0.9
COc1cccc2sc(=NC(=O)c3ccc(Br)s3)n(C)c12	-15.3
COc1ccccc1NC(=O)c1c(NC(=O)C(F)(F)F)sc2c1CCC(C(C)(C)C)C2 (stereo unspecified)	-10.1
CCOc1cc2c(cc1OCC)C1C(C(=O)N3CCN(c4cccc(C(F)(F)F)c4)CC3)c3ccccc3C(=O)N1CC2 (stereo unspecified)	-11.8
Cc1nc(N2CCc3ccccc32)[nH]c(=O)c1CCC(C)C	2.4
COc1ccc(N2CCN(Cc3cc(=O)oc4cc(C)c(Cl)cc34)CC2)cc1	-5.9
NC(=O)c1cc2c(ccc3ccccc32)oc1=Nc1cccc2ccccc12	2.8
COc1ccc(OC)c(C2N(c3cc(C)on3)C(=O)C3CCCN32)c1 (stereo unspecified)	-4.6
CCOC(=O)C(CC)Oc1ccc2c3c(c(=O)oc2c1C)CCC3 (stereo unspecified)	-10.1
CC(=O)c1c(C)oc2c(Cl)cc(NS(=O)(=O)c3cccc([N+](=O)[O-])c3)cc12	-8.7
COc1ccc(Oc2coc3cc(OCC(=O)OC(C)C)ccc3c2=O)cc1	-3.4
COc1ccc(C(C)=O)cc1N1C(=O)C2C3C=CC(CC3)C2C1=O (stereo unspecified)	-3.5
COc1ccc(-n2nc3c(c2NC(=O)CCC2CCCCC2)CSC3)cc1	-12.6
CC(=O)N1CCc2cc(S(=O)(=O)N3CCN(c4cc(C)ccc4C)CC3)ccc21	-2.0
Cc1cc(OCC(=O)Nc2c(C)ccc3nsnc23)ccc1Cl	-9.5
COCc1cc(=O)[nH]c(/N=C(/N)Nc2ccccc2)n1	-1.0
Cc1ccc(C)c2[nH]c(=O)c(CCNC(=O)c3ccc(Br)o3)cc12	-2.1
COc1cc2nc(SCC(=O)Nc3cccc(C(F)(F)F)c3)n3nc(-c4ccccc4)nc3c2cc1OC	-3.8
COc1ccccc1-c1nn2c(C3COc4ccccc4O3)nnc2s1 (stereo unspecified)	-3.9
C=CCN(c1ccccc1)C(C(=O)NC1CCCCC1)c1ccccc1 (stereo unspecified)	-74.2
N#CC1(C#N)C(C(N)=O)C1c1ccccc1 (stereo unspecified)	-9.8
Cc1cc(NC(=O)C(C)C)ncc1NC(=O)c1cccc(F)c1	-1.5
COC(=O)C1C(=O)C2=C(CC1C)NC(C)=C(C(=O)OCCOc1ccccc1)C2c1ccccc1F (stereo unspecified)	-6.0
Cc1ccc(N2C=NNC(=O)C2)cc1	-2.7
CCOC(=O)c1oc2c(CN3CCN(C)CC3)c(O)ccc2c(=O)c1-c1ccccc1OC	-1.8
Cc1ccc(Nc2c(-c3cccs3)nc3cc(C)ccn23)cc1	-8.7
COc1ccc(N=Cc2ccccc2O)cc1	-6.2
CCCCC(NC(C)=O)c1nc2ccccc2n1Cc1ccccc1C (stereo unspecified)	1.7
Cc1ccccc1Cn1c(=O)n(Cc2ccccc2)c(=O)c2c(C)c(C)sc21	-4.6
O=[N+]([O-])c1ccc(Cl)c(S(=O)(=O)NCc2ccco2)c1	-1.0
Nc1cccc(C2=Nc3cccc4cccc(c34)N2)c1	-20.3
O=C(Cn1c(=O)sc2ccccc21)N1CCCC1	-7.4
NC(=O)CC[C@H](N)C(=O)O	-7.5
Cc1nc2ncnn2c(C)c1CCC(=O)NCc1ccco1	8.2
COc1ccc(NC(=O)c2ccc(S(=O)(=O)N3CCCCC3)cc2)c([N+](=O)[O-])c1	-2.9

The results go on:
structure	14-3-3g Raf
CCOC(=O)c1c(NC(=O)CN(CC)C2CCCCC2)sc2c1CCCC2	-2.3
O=c1c2c3c(sc2nc2sc(CN4CCOCC4)cn12)CCCC3	1.7
CCOC(=O)C1CCN(S(=O)(=O)c2ccc(Br)cc2)CC1	0.5
CCOC(=O)NC(c1ccccc1)C1CCCCC1=O (stereo unspecified)	-7.5
CN(C)c1ccc(-c2nn3c(-c4ccncc4)nnc3s2)cc1	-3.6
CCc1ccc(Cn2nnc(C(=O)Nc3cccc(C)c3)c2N)cc1	-2.4
O=C(Nc1nc2ccccc2[nH]1)c1ccccc1F	1.6
O=C(NCCc1ccc(Cl)cc1)c1ccc2c(=O)[nH]c3c(C(=O)NCC4CCCO4)sc(=S)n3c2c1 (stereo unspecified)	-19.7
Cc1ccc(-c2csc3nnc(SCC(=O)NCc4ccco4)n23)cc1	-2.4
Cc1nc2ccccc2n1CC(=O)NCCN1CCCC1	4.8
CCc1ccc(C(=O)Oc2cccnc2)cc1	15.9
CCn1cnc2sc(C(=O)Nc3nc4ccc(Br)cc4s3)c(C)c2c1=O	-1.3
COc1cc(C2C=C(c3ccc(Cl)cc3)Nc3nnnn32)ccc1OC(F)F (stereo unspecified)	-7.3
Nc1c(C(=O)Nc2ccc(Br)cc2)sc2[nH]c(=O)c(C(=O)O)cc12	-58.1
COc1ccc(C(=O)COC(=O)CN2C(=O)C3C4C=CC(C4)C3C2=O)cc1 (stereo unspecified)	-3.2&-3.2
CCC(=O)N1CCc2cc(Br)cc(S(=O)(=O)N3CCCC(C(=O)Nc4nc5c(C)cccc5s4)C3)c21 (stereo unspecified)	-10.3
Cc1ccc(-c2ccc(=O)n(CCC(=O)N3CCN(c4ccccc4)CC3)n2)cc1	-5.3
CC(=O)Nc1nonc1-c1nc2ccccc2n1Cc1cccc(C(F)(F)F)c1	-20.8
Cc1onc(-c2ccccc2Cl)c1C(=O)Nc1ccc(N2C(=O)c3ccccc3C2=O)cc1	-4.1
CC(=O)Nc1cccc(Oc2cc(C#N)c(C#N)cc2N2CCCCCC2)c1	-5.3
O=C(c1ccc(Cn2c(=O)[nH]c3ccsc3c2=O)cc1)N1CCN(c2ccc(Cl)cc2)CC1	-3.1
COc1ccc(-c2c(-c3ccc(O)cc3O)n[nH]c2C(F)(F)F)cc1	-21.6
CCN1C(=O)C(O)(CC(=O)c2ccc(C)cc2)c2cc(Br)ccc21 (stereo unspecified)	-13.4
Cn1c(=O)cc(SCC(=O)NCCC2=CCCCC2)c2ccccc21	1.5
Cn1c(N2CCCCC2)nc2c1c(=O)n(Cc1cccc(Br)c1)c(=O)n2C	-2.7&-1.6
COc1ccc(C(=O)N2CCCC2)cc1	-7.3
CCCS(=O)(=O)c1c(S(=O)(=O)CCC)c2c(N)cccn2c1C(=O)c1ccc(Br)cc1	-20.9
O=C(CNS(=O)(=O)c1cccs1)NCc1ccccc1	2.6
CCN1CCN(c2ncnc3c2c(-c2ccccc2)cn3-c2ccc(Br)cc2)CC1	-5.8
O=C(NCc1ccc(F)cc1)c1cccc(S(=O)(=O)N2CCCC2)c1	1.6
O=C(c1ccccn1)N(c1ccccc1)C1(C(=O)NC2CCCC2)CCCCC1	-3.5
Cc1ccc(NC(=O)NC23CC4CC(CC(C4)C2)C3)cc1NC(=O)NC12CC3CC(CC(C3)C1)C2	-4.5
CCOC(=O)c1c(NC(=O)CCc2ccccc2)sc2c1CCC(CC)C2 (stereo unspecified)	2.6
CCOC(=O)N1CCN(C(=O)CSc2cc(C)nc3c(-c4ccccc4OC)c(C)nn23)CC1	2.8
COc1ccc(OC)c(NC(=O)c2sc3ncn(Cc4ccccc4Cl)c(=O)c3c2C)c1	-5.4
O=C(Nc1cc(C(F)(F)F)ccc1Oc1ccc(Cl)cc1)c1ccc(F)cc1	-16.9
Cc1ccc(N2C(=O)C3C(C2=O)C2(C)c4ccccc4C3(C)c3ccccc32)cc1[N+](=O)[O-] (stereo unspecified)	-15.0
COC(=O)c1ccc(C2CC(=O)Nc3cc(OC)c(OC)c(OC)c32)cc1 (stereo unspecified)	3.7
CC(Oc1ccccc1)C(=O)Nc1ccc(-c2nc3ccc(C(=O)c4ccccc4)cc3[nH]2)cc1 (stereo unspecified)	-49.4
O=C(c1cc(-c2ccccc2O)on1)N1CCc2ccccc2C1	9.3
Cc1ccc(-c2cc(C(F)(F)F)n3ncc(C(=O)Nc4cccc(CCC#N)c4)c3n2)cc1	-6.4
Cc1ccc(Nc2cc(C)c3ccccc3n2)cc1	2.8
CCN(C(=O)c1c(-c2ccccc2)noc1C)c1ccccc1	7.3

Not all compounds are listed. The share of hits here may be higher or lower than overall.
